FEN1 inhibitor = blocks human flap endonuclease 1. P39748. Recombinant FEN1 flap cleavage, fluorescence, 15 min. Potency, µM (top dose mostly 114 µM), inactives show at the highest dose activity change, negative = inhibition, most hits filed as inhibitors. 390,000 tested, 0.35% active; also: nearly all actives have a fitted effect of over 65% in size
Target sequence (P39748 whole entry, looked up): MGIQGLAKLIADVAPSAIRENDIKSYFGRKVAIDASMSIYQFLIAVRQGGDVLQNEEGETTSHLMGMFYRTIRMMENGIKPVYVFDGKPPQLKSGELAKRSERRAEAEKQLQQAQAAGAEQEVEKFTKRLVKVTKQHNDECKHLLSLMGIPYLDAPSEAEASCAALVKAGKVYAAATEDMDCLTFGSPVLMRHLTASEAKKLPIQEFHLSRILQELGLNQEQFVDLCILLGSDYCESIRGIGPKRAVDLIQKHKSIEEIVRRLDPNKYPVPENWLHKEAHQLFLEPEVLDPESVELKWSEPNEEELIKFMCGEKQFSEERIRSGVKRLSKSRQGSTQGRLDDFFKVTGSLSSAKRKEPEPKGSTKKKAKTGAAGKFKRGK
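Quantitative HTS format: each compound was titrated, incubated with 10 nM nuclease for 15 min at room temperature, then challenged with flap substrate at 50 nM final. Signal change over 15 min gave concentration–effect curves.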
TDP1 block = TDP1 (human) enzyme inhibition; Q9NUW8; recombinant TDP1, AlphaScreen DNA substrate cleavage; Potency, µM (titrated, usually from 130 µM), for the others: at the top dose activity change, negative = inhibition, usual class: inhibitors; 350,000 tested, 0.28% active; also: nearly all actives have a fitted effect of over 40% in size
Target sequence (Q9NUW8 whole entry, looked up): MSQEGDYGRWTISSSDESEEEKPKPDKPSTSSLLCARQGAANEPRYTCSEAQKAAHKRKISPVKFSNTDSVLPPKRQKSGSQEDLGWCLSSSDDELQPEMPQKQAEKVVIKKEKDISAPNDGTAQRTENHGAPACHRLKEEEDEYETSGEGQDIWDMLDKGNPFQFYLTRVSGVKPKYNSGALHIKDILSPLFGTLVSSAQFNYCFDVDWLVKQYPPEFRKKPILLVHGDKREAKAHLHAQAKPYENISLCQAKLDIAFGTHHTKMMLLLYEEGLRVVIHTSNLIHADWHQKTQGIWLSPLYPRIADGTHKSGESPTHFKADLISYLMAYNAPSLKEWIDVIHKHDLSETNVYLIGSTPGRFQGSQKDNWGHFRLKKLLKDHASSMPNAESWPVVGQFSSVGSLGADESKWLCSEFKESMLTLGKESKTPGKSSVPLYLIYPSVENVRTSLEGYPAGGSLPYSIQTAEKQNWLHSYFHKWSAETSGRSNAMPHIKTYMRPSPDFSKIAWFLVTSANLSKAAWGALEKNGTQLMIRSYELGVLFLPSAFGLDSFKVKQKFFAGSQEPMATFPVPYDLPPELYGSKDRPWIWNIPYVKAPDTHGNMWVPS
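E. coli-derived human Tdp1, 1 nM final. Cpd preinc 15 min RT; substrate 15 nM final, 5 min RT; AS bead mix 10 ug/ml final, 10 min RT. Signal loss = tyrosine-FITC cleavage. No-enzyme wells = max signal.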
N370S GC mod = inhibits or activates N370S mutant glucocerebrosidase. P04062. N370S GC spleen homogenate, 4MU-glucoside fluorescence. Potency, µM (doses to about 59.4 µM), for inactives: top-dose activity change, negative = inhibition, actives largely listed as inhibitors. 330,000 tested, 0.092% active. AID 2101;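 also: 0% = full enzyme activity and -100% = no enzyme basal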
An asterisk follows results filed as active; ? = inconclusive; · = no result given; & = joins results of further samples; [ ] = dose if it differs, or a comment. Calls follow the shape of the dose curve; as a rule, active = well fitted curve in the direction sought with a large enough effect; inconclusive = small, poorly fitted or top-dose-only effect, or another doubt; inactive = no such curve, though single readings can be large; an effect the other way counts as inactive or inconclusive. Unless noted, % is scaled to controls: 0 for no effect and ±100 for the full control effect; potency is read from the fitted curve at half-maximal effect. Rows are unselected; overall some 0.57% were active at least once.

| FEN1 inhibitor | TDP1 block | mol | N370S GC mod |
| --- | --- | --- | --- |
| 2% | 5% | CC(=O)c1c(N2CCOCC2)nc(=S)n(-c2ccc([N+](=O)[O-])cc2)c1C | -7% |
| -3% | 4% | COc1ccc(Nc2cc(C(=O)NCCCN3CCN(C)CC3)c3ccccc3n2)c(OC)c1 | 3% |
| 0% | 6% | COC(=O)CN1C(=O)N/C(=C/c2cc(OC)c(OC)cc2C)C1=O | 3% |
| 0% | · | COCCN1C2=C(C(=O)CC(C)(C)C2)C(c2ccc(OC)c(OC)c2)C2=C1CC(C)(C)CC2=O | -14% |
| -3% | 4% | Cc1ccc(Nc2c(F)c(F)c(F)c(F)c2C(=O)O)cc1 | 1% |
| -4% | 0% | COc1ccc(CC(=O)N(C)C2CCCCC2)cc1S(=O)(=O)N1CCOCC1 | -17% |
| 6% | 5% | COC(=O)[C@H](C)NC(=O)Nc1ccc(OC)cc1OC | -4% |
| ? | -5%[12.3 µM] | COC/C=C/C1=CC2=CC(=O)C(C)(OC(=O)c3cnc4ccccc4n3)C(=O)C2=CN1C1CC1 (stereo not drawn) | 15%[12.8 µM] |
| 5% | 0% | C/C=N/NC(=O)CCNC(=O)c1ccccc1 | -19% |
| 0% | -2% | CCOC(=O)Cn1nc(C)cc1NC(=O)c1cccnc1 | -5% |
| -9% | 2% | CCOC(=O)CSc1ccc2nnc(CCNS(=O)(=O)c3ccc(C)cc3)n2n1 | 20% |
| 6% | 8% | Cc1ccc(-n2c(=S)[nH]c3c(oc4ccccc43)c2=O)cc1 | 5% |
| 11% | 4% | Cc1ccc(S(=O)(=O)Nc2cc(-c3ccccc3)nn2C)cc1Cl | 8% |
| 0% | 1% | CCCC(C(=O)NNC(=O)c1cc(C)oc1C)c1ccccc1 (stereo not drawn) | · |
| -14% | 5% | CCC1CCCCN1CCCNC(=O)c1cn(CC)c2ccc(S(=O)(=O)N3CCc4ccccc4C3)cc2c1=O (stereo not drawn) | 11% |
| 2% | 7% | COc1ccc(-c2ccc(NS(=O)(=O)c3ccc(NC(C)=O)cc3)cc2)nn1 | · |
| 10% | 3% | CC(C)C(=O)Nc1nc2cc3c(cc2s1)OCO3 | 5% |
| 1% | 1% | Cc1cccc(-c2nc(CCNC(=O)c3ccc(Br)o3)cs2)c1 | · |
| 8% | 2% | O=C(NC1CC1)C1CCN(S(=O)(=O)c2ccc(Cl)cc2)CC1 | -1% |
| -11% | 1% | CSc1ccc(/C=C/C(=O)OCC(=O)NC2CCS(=O)(=O)C2)cc1 (stereo not drawn) | · |
| -12% | 3% | COc1ccc(NC(=O)c2cnn(-c3ccc(F)cc3F)c2C2CCN(C(=O)OC(C)(C)C)CC2)cc1Cl | · |
| -9% | 5% | CCN(CC)C(=S)Oc1ccc(Cl)cc1Cl | -8% |
| 2% | 7% | CCOCCN(C(=O)c1ccccc1Cl)c1ccccc1 | -2% |
| -3% | -1% | O=C(O)c1ccc(S(=O)(=O)N2CCC3(CC2)CC(=O)c2ccccc2O3)cc1 | 3% |

Ordered by the number under FEN1 inhibitor (ascending): some entries from above
| FEN1 inhibitor | TDP1 block | mol | N370S GC mod |
| --- | --- | --- | --- |
| -14% | 5% | CCC1CCCCN1CCCNC(=O)c1cn(CC)c2ccc(S(=O)(=O)N3CCc4ccccc4C3)cc2c1=O (stereo not drawn) | 11% |
| -12% | 3% | COc1ccc(NC(=O)c2cnn(-c3ccc(F)cc3F)c2C2CCN(C(=O)OC(C)(C)C)CC2)cc1Cl | · |
| 1% | 1% | Cc1cccc(-c2nc(CCNC(=O)c3ccc(Br)o3)cs2)c1 | · |
| 2% | 7% | COc1ccc(-c2ccc(NS(=O)(=O)c3ccc(NC(C)=O)cc3)cc2)nn1 | · |
| 8% | 2% | O=C(NC1CC1)C1CCN(S(=O)(=O)c2ccc(Cl)cc2)CC1 | -1% |
| 10% | 3% | CC(C)C(=O)Nc1nc2cc3c(cc2s1)OCO3 | 5% |
| 11% | 4% | Cc1ccc(S(=O)(=O)Nc2cc(-c3ccccc3)nn2C)cc1Cl | 8% |

The results go on:
| FEN1 inhibitor | TDP1 block | mol | N370S GC mod |
| --- | --- | --- | --- |
| 1% | 3% | c1ccc(C[n+]2c(-c3ccccc3)csc2Nc2ccccc2)cc1 | 11% |
| -7% | 6% | Cc1cccc(OCCSc2nc3ccccc3n2CC(=O)N2CCCCC2)c1C | · |
| 13% | 1% | Cc1ccc2nc(C)cc(C(=O)NC3CCCCCC3)c2c1 | · |
| -22% | 12% | COc1ccc(C(=O)Nc2ccc(-c3cc(C(F)(F)F)nn3-c3ccccc3)cc2)cc1OC | · |
| 4% | 4% | CC1=C(C(=O)NCCN2CCOCC2)C2(CCC(C)CC2)OC1=O (stereo not drawn) | 3% |
| 0% | 5% | CC1=CC(C)(C)N2C(=O)C3(C(C#N)=C(N)OC4=C3C(=O)CCC4)c3c(C)c(C)cc1c32 (stereo not drawn) | 6% |
| 5% | 2%[0.505 µM] | Nc1nccnc1C(=O)OCC(=O)N1CCN(S(=O)(=O)c2ccc(Cl)cc2)CC1 | ? |
| -1% | 2% | CCN(CC(=O)Nc1c(F)cccc1F)C(=O)COc1ccc2c(C)cc(=O)oc2c1 | 17% |
| 5% | 0%[56.1 µM] | COCCCNC(=O)C[C@H]1C[C@H](C(=O)N(C(C)C)C(C)C)[C@@]2(C)c3[nH]c4ccc(Cl)cc4c3CCN2C1=O | · |
| -3% | 4% | CCOc1ccc(NC(=O)C(=O)NCCc2csc(-c3ccc(F)cc3)n2)cc1 | · |
| -6% | 7% | O=S(=O)(Nc1cccc(-c2cn3ccsc3n2)c1)c1ccc(F)cc1 | -2% |
| -1% | 6%[0.505 µM] | Nc1nccnc1C(=O)OCC(=O)c1ccc[nH]1 | ? |
| 6% | -6% | COC(=O)c1cc(OC)c(OC)cc1NC(=O)Cc1cccs1 | -3% |
| -13%&-17% | -2%&6% | Cc1cccc(CCNC(=O)CCS(=O)(=O)c2cc3c(cc2Cl)NC(=O)CO3)c1 | ? |
| 7% | 3% | CCN1CCN(c2ccc(NC(=O)c3ccc4c(c3)[nH]c(=O)n4Cc3ccc(F)cc3)cc2)CC1 | 8% |
| -18% | -2% | Cc1cc(N/C(=N/S(=O)(=O)c2cc(F)ccc2F)c2ccccc2)n(-c2ccccc2)n1 | -9% |
| -20% | 8% | Cc1nc2cc(-c3ccc(Cl)cc3)nn2c(C)c1CCC(=O)N1CCN(c2ccccc2)CC1 | · |
| -4% | -3% | O=C(CSc1nc2ccccc2s1)NNC(=S)Nc1ccccc1 | 3% |
| -9% | 0% | CCOc1ccc(OCCCC(=O)NC2=NCCS2)cc1 | ? |
| 0% | · | COc1ccc(N2CCN(c3ncnc4sc(C(=O)NCC5CCCO5)c(C)c34)CC2)cc1 (stereo not drawn) | -4% |
| -3% | 5% | CCC(C)C(NC(=O)/C(=C\c1ccccc1)NC(=O)c1ccc(OC)cc1)C(=O)O (stereo not drawn) | 12% |
| -4% | 3% | COc1ccc2oc(=O)c(C(=O)NCCc3c(C)[nH]c4c(Cl)cccc34)cc2c1 | · |
| -1% | 5% | COc1cc(OC)cc(-c2cc(N3C(=O)Nc4ccccc4N3O)n[nH]2)c1 | 1% |
| -21% | 6% | Nc1nc(N)c(S(=O)(=O)c2ccccc2)c(Nc2ccc(F)cc2)n1 | · |
| 1% | 0% | COc1cc(CN(C(=O)c2oc3ccccc3c2C)C2CCS(=O)(=O)C2)cc(OC)c1OC (stereo not drawn) | · |
| -1% | 10%[0.505 µM] | CCCn1c(CN2CCN(C(=O)c3ccco3)CC2)nc2cc(S(=O)(=O)N(C)C)ccc21 | 0% |
| 2% | 1% | CCCc1nnc(SCc2ccc(OCC)cc2)n1N | 0% |
| -16% | -2% | CCOC(=O)Cn1nc(/C=C/c2ccc(C(C)C)cc2)ccc1=O | 3% |
| -8% | 6% | N#Cc1ccc(N2CCN(C(=O)c3cccs3)CC2)c(F)c1 | 0% |
| -6% | · | CC(=O)N1CCN(S(=O)(=O)c2cccc(C(=O)N(Cc3ccccc3)c3ccc(C)cc3)c2)CC1 | -8% |
| 9% | 3% | CCCCCC(=O)NC(=S)NNC(=O)c1ccc([N+](=O)[O-])cc1 | 6% |
| 2% | 5% | FC(F)(F)c1cc(-c2cccs2)nc(-n2cc(Cl)cn2)n1 | 27% |
| 0% | -4% | COc1ccc(NC(=O)CCS(=O)(=O)c2cc3c4c(c2)CCN4C(=O)CC3)c(OC)c1 | · |
| 3% | · | O=C(Nc1ccc(-c2n[nH]c(=S)o2)cc1)c1ccccc1Cl | 2% |
| -3% | 3% | O=C(N/N=C/C1CCCCC1)c1ccccn1 | 6% |
| · | -2% | CC(C)(C)c1ccc(O)c(N)c1 | 24% |
| -4% | -5% | CCN1C(=O)[C@H]2[C@@H](c3ccc(-c4ccc(Cl)c(Cl)c4)c(OC)c3)N[C@@](C)(C(=O)OC)[C@H]2C1=O | -9% |
| -9% | 0% | CC1CCCC(C)N1CC(O)COCC1COc2ccccc2O1 (stereo not drawn) | -4% |
| 4% | 0% | O=C(NCc1cccnc1)C1CCN(S(=O)(=O)c2cc([N+](=O)[O-])ccc2Cl)CC1 | · |
| -31% | 4% | Cc1ccc(-c2nc3cc(NS(=O)(=O)c4ccc(C)cc4)ccc3o2)cc1 | 5% |
| 0% | 1% | CCn1nc(C)c(CCN(C)C(=O)Nc2cc(OC)c(OC)c(OC)c2)c1C | · |
| -3% | 2% | NC(=O)c1ccccc1NC(=O)COC(=O)C1(c2ccccc2)CC1 | -5% |
| -2% | 3% | CCn1cc([N+](=O)[O-])c(C(=O)NCc2ccc3c(c2)OCO3)n1 | -6% |
| -6% | 7% | CCCOc1ccc(/C=N/Nc2ccccc2[N+](=O)[O-])c(OCCC)c1 | 1% |
| -15% | 0% | Cc1ccc(NC(=O)c2cc(S(=O)(=O)N3CCOCC3)cs2)cc1 | -5% |
| -1% | -2% | COC(=O)c1ccc(-c2csc(NC(=O)c3ccc(S(=O)(=O)N4CCc5ccccc5C4)cc3)n2)cc1 | 2% |
| -13% | -2% | N=C(N)N=Nc1c(O)[nH]c2ccc(Br)cc12 | -9% |
| -1% | 2% | O=S(=O)(/C=C/c1ccccc1)Nc1ccc(N2CCOCC2)cc1 | -1% |
| -1% | · | O=C(Nc1cccc(Cl)c1)N1N=CCC1c1ccccc1 (stereo not drawn) | -14% |
| -15% | 1% | Cc1cc(S(=O)(=O)N(Cc2cccs2)Cc2ccccc2F)ccc1-n1cnnn1 | 9% |
| -1% | 5% | NC(=O)N1CCCC1C(=O)Nc1ccc(Cl)c(Cl)c1 (stereo not drawn) | -6% |
| 3% | -4% | O=C(CN1C(=O)c2ccccc2S1(=O)=O)Nc1ccccn1 | 2% |
| 0% | -1% | Cc1oc2ncn(CC(C)C)c(=O)c2c1C(=O)NCCCN1CCCCC1C (stereo not drawn) | · |
| 0% | 0% | CN(C)C1(CNC(=O)Nc2ccccc2)CCCCC1 | -21% |
| 1% | 4% | O=C(NC1CCc2ccccc21)C1CCN(S(=O)(=O)c2ccc(-n3cnnn3)cc2)CC1 (stereo not drawn) | 0% |

Fetched by compound from the list above:
| FEN1 inhibitor | TDP1 block | mol | N370S GC mod |
| --- | --- | --- | --- |
| -22% | 12% | COc1ccc(C(=O)Nc2ccc(-c3cc(C(F)(F)F)nn3-c3ccccc3)cc2)cc1OC | · |
| -3% | 4% | COc1ccc(Nc2cc(C(=O)NCCCN3CCN(C)CC3)c3ccccc3n2)c(OC)c1 | 3% |
| 6% | 8% | Cc1ccc(-n2c(=S)[nH]c3c(oc4ccccc43)c2=O)cc1 | 5% |
| -3% | 3% | O=C(N/N=C/C1CCCCC1)c1ccccn1 | 6% |

Part of the list above, reformatted:
SMILES | FEN1 inhibitor | TDP1 block | N370S GC mod
COC(=O)c1ccc(-c2csc(NC(=O)c3ccc(S(=O)(=O)N4CCc5ccccc5C4)cc3)n2)cc1 | -1% | -2% | 2%
COc1cc(CN(C(=O)c2oc3ccccc3c2C)C2CCS(=O)(=O)C2)cc(OC)c1OC (stereo not drawn) | 1% | 0% | ·
Cc1cc(S(=O)(=O)N(Cc2cccs2)Cc2ccccc2F)ccc1-n1cnnn1 | -15% | 1% | 9%
Cc1cccc(OCCSc2nc3ccccc3n2CC(=O)N2CCCCC2)c1C | -7% | 6% | ·
N=C(N)N=Nc1c(O)[nH]c2ccc(Br)cc12 | -13% | -2% | -9%

Source: PubChem BioAssay (National Center for Advancing Translational Sciences (NCATS))
